aDG glyco act: increases alpha dystroglycan glycosylation; Pro5-aDG cells, alpha-DG glycosylation AlphaScreen (IIH6); 0% Pro5, 100% B10-LARGE cell signal; activation, % at 10 µM; 360,000 tested, 0.22% active;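 active means activation of at least 8% versus controls, or a plate z-score of at least 8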;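 further: Pro5 are CHO cells carrying HIG-tagged alpha-DG that lacks glycosylation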
Cardio protect: protects H9c2 cardiomyocytes from peroxide injury; H2O2 injury protection, ATPLite, 2 h; protection from H2O2 cell death, % at 20 µM; 360,000 tested, 0.63% active; AID 588492;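 active means compounds giving at least 50% protection of heart cells from peroxide-induced death in the single-dose screen, raw or plate-pattern-corrected value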;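 further: 0% = DMSO wells with peroxide and 100% = DMSO wells without peroxide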
hiPSC survival: hiPSC single-cell survival enhancement | AID 602274 | ATPlite luminescence; 100% = ROCK inhibitor wells, 0% = DMSO | 360,000 tested, 0.044% active | survival enhancement, % at 20 µM; in the data active means survival enhancement above about 18%;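 further: cells exposed to compounds for 16 hours before the ATP read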
MC4R antagonist: blocks human MC4R cAMP signaling; MC4R-expressing cells, MTII-stimulated cAMP, LANCE TR-FRET; inhibition, % at 6.5 µM; AID 540295; 360,000 tested, 0.48% active;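 active means inhibition above its plate's cutoff, the mean of tested wells on that plate plus 3 SD, cut at about 29% in these data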;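 further: 0% = Melanotan II alone and 100% = Melanotan II plus saturating MCL0020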
Target sequence (P32245 whole entry, looked up): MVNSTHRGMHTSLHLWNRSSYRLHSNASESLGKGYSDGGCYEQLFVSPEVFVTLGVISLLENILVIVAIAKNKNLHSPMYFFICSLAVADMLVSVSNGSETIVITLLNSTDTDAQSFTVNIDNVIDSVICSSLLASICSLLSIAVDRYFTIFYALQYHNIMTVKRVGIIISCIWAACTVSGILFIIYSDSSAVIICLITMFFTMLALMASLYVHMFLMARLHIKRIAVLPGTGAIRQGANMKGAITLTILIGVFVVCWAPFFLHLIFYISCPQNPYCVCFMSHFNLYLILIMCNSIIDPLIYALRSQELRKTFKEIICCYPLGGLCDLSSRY
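System – human MC4R-expressing U2OS cells · Also added – Melanotan II · Dosing – one concentration, 6.5 µM nominal · Timing – 30-min compound, 1-h challenge, 1-h detection, room temperature · Measured by – Eu-cAMP/anti-cAMP TR-FRET, emission 671 nm · Replicates – singlicate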
Granule exo inh: blocks lytic granule exocytosis. inhibition, % at 10 µM. TALL-104 LAMP-1 surface exposure, flow cytometry; cells stimulated with thapsigargin and PMA. 360,000 tested, 0.66% active;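 active means inhibition above about 55%, limit read from the data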
MC4R barr agon: activates human MC4R beta-arrestin recruitment; activation, % at 8.9 µM; 360,000 tested, 0.98% active; U2OS MC4R beta-arrestin complementation, luminescence; percent of melanotan II response, DMSO zero;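 active means activation above a per-plate cutoff, the mean activation of sample wells on that plate plus 3 SD, cut at about 8% in these data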
ABHD5-PLIN5 inh: blocks binding of human ABHD5 to perilipin-5; 360,000 tested, 0.78% active; Q00G26+Q8WTS1; Split G. princeps luciferase complementation, luminescence, 4 h; inhibition, % at 4 µM;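 active means inhibition above the mean inhibition across every tested compound plus 3 SD, cut at about 22% in these data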;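 further: 0% = DMSO only wells and the 100% control is not disclosed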
ABCB6 inh 2: inhibitors of human ABC transporter ABCB6 | 360,000 tested, 0.19% active | AID 602162 | fluorescence ratio to DMSO, % at 10 µM | Q9NP58 | K562-ABCB6 porphyrin accumulation, flow cytometry, 1 h; hits give low values;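 active means fluorescence ratio to DMSO below 75%, the collection mean minus 3 SD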;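 further: signal is porphyrin accumulated inside mitochondria; 100% equals median channel fluorescence of DMSO control wells; lower ratio means ABCB6 inhibition with less porphyrin fluorescence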
N-glyco inh: blocks N-linked glycosylation in D54 reporter cells; D54 ERlucT glycosylation luciferase reporter, 24 h; percent of 100 nM tunicamycin response; 360,000 tested, 0.23% active; reporter increase, % at 12.5 µM;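 active means mean luciferase reporter signal, scaled so untreated is 0 and the glycosylation-blocking control 100, at or above a set limit in every replicate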;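 further: luciferase carries N-glycosylation sites so blocking glycosylation raises the light; 0% = median of neutral control wells and 100% = median of 100 nM tunicamycin wells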
m5-HT2A agonist: agonists of mouse serotonin 5-HT2A receptor (HTR2A); P35363; CHO-K1 mHTR2A beta-arrestin complementation, luminescence; percent of 30 µM serotonin response; activation, % at 7.6 µM; 360,000 tested, 0.66% active; AID 624169;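 active means activation above a run cutoff, the mean activation of all tested compounds plus 3 SD, cut at about 14% in these data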;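 further: 0% = plate median of compound wells and 100% = 30 µM serotonin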
Target sequence (P35363 whole entry, looked up): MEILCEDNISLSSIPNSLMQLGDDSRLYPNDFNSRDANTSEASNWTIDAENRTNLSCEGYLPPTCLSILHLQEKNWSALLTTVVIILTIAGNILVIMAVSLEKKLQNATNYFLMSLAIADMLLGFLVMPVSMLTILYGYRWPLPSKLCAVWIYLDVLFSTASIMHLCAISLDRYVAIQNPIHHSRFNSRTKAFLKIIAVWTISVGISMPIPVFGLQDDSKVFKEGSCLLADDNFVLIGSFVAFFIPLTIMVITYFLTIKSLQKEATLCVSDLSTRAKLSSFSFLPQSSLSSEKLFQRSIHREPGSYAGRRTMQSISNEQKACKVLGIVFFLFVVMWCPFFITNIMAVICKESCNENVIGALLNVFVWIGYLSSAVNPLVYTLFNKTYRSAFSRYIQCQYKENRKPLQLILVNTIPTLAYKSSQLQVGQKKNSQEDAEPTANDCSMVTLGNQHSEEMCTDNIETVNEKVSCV
Starred values were filed as active, the others as inactive; nt = no result given.

[1] COC(=O)C(C)NC(=O)C1CCCN1C(=O)CNC(=O)OCc1ccccc1 (stereo not drawn)
[2] COc1ccc(C(=O)C(CN2CCCC2)c2ccccc2)cc1 (stereo not drawn)
[3] Cc1ccc(/C=N/NC(=O)CSc2nc3ccccc3n2Cc2ccccc2)o1
[4] COC(=O)c1ccc(CN2CCCC(C(=O)c3cc(F)ccc3OC)C2)cc1 (stereo not drawn)
[5] COc1cc(NC(=S)N2CCN(C(c3ccccc3)c3ccccc3)CC2)cc(OC)c1
[6] COC(=O)C1=C(CS(=O)(=O)c2ccc(OC)cc2)NC(=O)NC1c1ccccc1 (stereo not drawn)
[7] CC1CCCC(C)N1/N=C/c1ccc([N+](=O)[O-])cc1 (stereo not drawn)
[8] COc1ccc(CCNC(=O)Cn2c(=O)n(-c3ccc(C)c(F)c3)c(=O)c3sccc32)cc1OC
Screen / compound no.,1,2,3,4,5,6,7,8
aDG glyco act,-0.2,-0.5,-0.2,0.0,0.5,-0.3,-0.3,0.2
Cardio protect,-4,-6,-4,2,1,-4,-9,11
hiPSC survival,-0.6,-3.8,-1.1,-0.3,-0.1,-0.3,-0.4,2.2
MC4R antagonist,19,0,4,-4,-8,-4,4,14
Granule exo inh,6,-2,-1,11,4,-1,3,16
MC4R barr agon,-1.5,0.0,-1.0,1.3,-2.8,-2.1,-0.3,1.5
ABHD5-PLIN5 inh,11,3,-2,2,-8,-1,-9,3
ABCB6 inh 2,98,106,88,97,84,102,102,101
N-glyco inh,0,-10,-2,0,-2,1,-1,0
m5-HT2A agonist,-5,-5,-5,-7,-11,-9,-2,8

[9] O=C(CCNC(=O)c1ccc([N+](=O)[O-])cc1)NCc1ccco1
[10] COc1ccc(NC(=O)Nc2ccon2)cc1OC
[11] COc1ccc(-c2c(=O)n(OCc3ccccn3)c3ccccc3[n+]2[O-])cc1OC
[12] NS(=O)(=O)OCC1CCCCC1
[13] CCSc1nnc(NC(=O)c2ccccc2C)s1
[14] O=C(CN1CCN(C(=O)c2ccco2)CC1)Nc1ccc(Br)cc1
[15] O=C(CC1C(=O)N(c2ccccc2)C(=S)N1c1ccccc1)c1ccc(Br)cc1 (stereo not drawn)
[16] Cn1ccc2c(-c3ccc(C(=O)O)cc3)cc3c(c21)C1CCC3C1 (stereo not drawn)
Screen / compound no.,9,10,11,12,13,14,15,16
aDG glyco act,0.4,-0.2,-0.2,-0.2,-0.4,0.5,0.1,-0.4
Cardio protect,6,8,14,0,-8,2,2,1
hiPSC survival,0.5,-0.6,1.3,-0.9,1.4,4.5,-3.0,0.8
MC4R antagonist,-1,0,-3,10,-4,17,0,nt
Granule exo inh,0,-4,-6,3,-2,-1,0,4
MC4R barr agon,-0.5,-3.2,-2.1,-1.5,-0.6,1.1,0.6,nt
ABHD5-PLIN5 inh,6,-6,2,7,-4,0,10,-6
ABCB6 inh 2,94,101,108,99,96,98,104,99
N-glyco inh,-1,0,0,2,-4,2,-5,1
m5-HT2A agonist,-7,-2,-1,0,-1,-11,2,2

[17] CC(C)(O)C#Cc1ccc(CN2CCN(C3CCCCC3)C(CCO)C2)s1 (stereo not drawn)
[18] Cc1ccc(C)c(NC(=O)CN(C)C(=O)COc2ccc3ccccc3c2)c1
[19] O=c1cc(CN2CCN(Cc3ccccc3)CC2)c2ccc(O)cc2o1
[20] COCC1CCCN(C(=O)c2cc(COc3ccc4ncccc4c3)on2)C1 (stereo not drawn)
[21] O=NN(CCF)C(=O)NC1CCS(=O)(=O)CC1
[22] COc1ccc(CNC(=O)Cn2c(=O)oc3cc(S(=O)(=O)N4CCCC4)ccc32)cc1
[23] CC(C)CCn1nc(C(=O)Nc2nc3c(s2)CCCC3)c2ccccc2c1=O
[24] Cc1ccc(C)c(N(CC(=O)NCc2ccco2)C(=O)CNS(=O)(=O)c2ccccc2)c1
Screen / compound no.,17,18,19,20,21,22,23,24
aDG glyco act,0.7,-0.2,0.0,4.6,0.7,0.1,-0.5,0.1
Cardio protect,7,-1,4,-14,nt,1,18,-4
hiPSC survival,-1.8,-0.7,-0.3,-0.3,0.1,-0.6,-1.7,-0.1
MC4R antagonist,1,3,3,5,nt,13,33*,5
Granule exo inh,-2,-3,-8,33,-11,3,1,10
MC4R barr agon,-3.3,-1.5,-0.4,-3.3,nt,-0.7,3.6,-0.8
ABHD5-PLIN5 inh,-7,-12,4,-2,5,-6,3,-11
ABCB6 inh 2,101,109,99,90,103,95,94,99
N-glyco inh,0,0,-1,0,nt,-4,-11,-1
m5-HT2A agonist,0,-2,-12,8,-5,2,0,-2

[25] COc1ccc(OC)c(-c2csc(NC(=O)Cc3cccs3)n2)c1
[26] NNc1ncnc2scc(-c3ccc(Cl)cc3)c12
[27] COc1ccc(S(=O)(=O)N2CCOCC2)cc1NC(=O)CSc1n[nH]c(=O)n1C1CC1
[28] COc1ccccc1NC(=O)c1ccc(NC(=O)COC(=O)C2(C)CC2(Cl)Cl)cc1 (stereo not drawn)
[29] Clc1ccc(OCc2cc(-c3ccccc3)no2)cc1Cl
[30] COc1c(C)cc(C(O)c2ncc(-c3ccc4ccccc4c3)[nH]2)cc1C (stereo not drawn)
[31] CC(OC(=O)Nc1cccc(Cl)c1)C(=O)O (stereo not drawn)
[32] CCN(Cc1cnn(C)c1)C(=O)c1ccc(OC2CCN(S(=O)(=O)N(C)C)CC2)cc1
Screen / compound no.,25,26,27,28,29,30,31,32
aDG glyco act,0.4,-0.3,0.0,-0.2,-0.1,0.1,0.0,0.4
Cardio protect,-4,37,6,30,-19,-7,5,-8
hiPSC survival,-0.8,0.7,0.3,-0.5,-0.3,2.3,-0.4,3.0
MC4R antagonist,6,1,15,3,-9,-1,16,1
Granule exo inh,-6,-3,-1,2,-4,2,-3,-2
MC4R barr agon,-0.7,-0.4,1.1,1.5,1.8,-0.2,1.7,-2.5
ABHD5-PLIN5 inh,9,-4,1,-2,-14,-7,0,-9
ABCB6 inh 2,99,96,98,96,97,94,96,103
N-glyco inh,1,-1,3,-3,1,1,2,1
m5-HT2A agonist,0,-1,1,-3,2,-2,-1,-2

[33] COc1ccc(C(=O)Nc2cccc(C)n2)cc1S(=O)(=O)N1CCCc2ccccc21
[34] C=CCNC(=O)COc1ccc(N(C)S(=O)(=O)c2ccc(NC(C)=O)cc2)cc1
[35] Cc1cncc(NCc2cccc(Cl)c2)n1
[36] COc1ccc(-c2sc3ccccc3c2-c2ccc(OCCN3CCCCC3)cc2)cc1
[37] COc1ccc(N(CC(=O)NCc2ccco2)C(=O)CCC(=O)Nc2nccs2)cc1
[38] O=S(=O)(Nc1ccc(-n2cnnn2)cc1)c1cccs1
[39] O=C(Nc1ccc2c(c1)OCO2)c1ccccn1
[40] CCC1SC2=NC(C)=C(C(=O)OC)C(c3ccc(C(=O)OC)cc3)N2C1=O (stereo not drawn)
Screen / compound no.,33,34,35,36,37,38,39,40
aDG glyco act,0.6,0.9,-0.2,0.9,-0.1,-0.1,0.2,0.0
Cardio protect,3,0,14,-16,4,2,-6,-3
hiPSC survival,-0.4,0.6,0.1,-1.1,0.6,0.0,0.1,0.9
MC4R antagonist,9,2,-3,5,5,14,-1,0
Granule exo inh,6,2,5,34,12,-3,3,0
MC4R barr agon,-2.1,0.5,0.7,-0.6,0.5,0.4,-0.8,2.6
ABHD5-PLIN5 inh,5,12,2,18,-11,-3,-1,-3
ABCB6 inh 2,98,100,89,99,98,98,98,94
N-glyco inh,-11,0,0,-8,2,0,-5,0
m5-HT2A agonist,-2,2,-4,0,-2,11,3,-2

[41] O=C(O)c1ccccc1C(=O)NCC(O)c1ccccc1 (stereo not drawn)
[42] COc1ccc2ccccc2c1-c1sc(Nc2ccccc2)n[n+]1-c1ccc(F)cc1
[43] O=S1(=O)CCN(Cc2ccc(Cl)c(C(F)(F)F)c2)CC1
[44] Nc1nc(NC(=O)CCCC(=O)O)nn1-c1ccccc1
[45] CCOc1ccc(-c2noc(CCCC(=O)NC3CCCCC3)n2)cc1OC
[46] CC(=O)Nc1cccc(NC(=O)C2C3C=CC(C3)C2C(=O)O)c1 (stereo not drawn)
[47] CCCCCn1c(=O)[nH]c2cc(C(=O)NC3CCN(Cc4ccccc4)CC3)ccc2c1=O
[48] COc1ccc(COC(=O)CCc2cc(OC)c(OC)c(OC)c2)cc1F
Screen / compound no.,41,42,43,44,45,46,47,48
aDG glyco act,-0.1,0.8,0.2,0.1,0.0,-0.1,0.0,-0.1
Cardio protect,4,-21,-3,10,-6,3,-14,9
hiPSC survival,-0.5,-3.6,-1.4,1.5,-0.4,0.1,-0.3,3.6
MC4R antagonist,11,-4,6,-2,5,12,-1,0
Granule exo inh,-1,-4,0,-1,-2,-18,16,3
MC4R barr agon,-2.4,12*,-0.9,1.0,-0.8,0.6,1.7,-1.2
ABHD5-PLIN5 inh,2,5,3,0,4,-8,6,-1
ABCB6 inh 2,94,98,98,110,97,100,100,97
N-glyco inh,2,-6,1,2,0,1,-2,0
m5-HT2A agonist,-5,-12,-2,-1,2,1,2,11

Part of the list above, with values under each structure.
Below each compound – aDG glyco act	Cardio protect	hiPSC survival	MC4R antagonist	Granule exo inh	MC4R barr agon	ABHD5-PLIN5 inh	ABCB6 inh 2	N-glyco inh	m5-HT2A agonist
[42] COc1ccc2ccccc2c1-c1sc(Nc2ccccc2)n[n+]1-c1ccc(F)cc1
  0.8	-21	-3.6	-4	-4	12*	5	98	-6	-12
[43] O=S1(=O)CCN(Cc2ccc(Cl)c(C(F)(F)F)c2)CC1
  0.2	-3	-1.4	6	0	-0.9	3	98	1	-2
[44] Nc1nc(NC(=O)CCCC(=O)O)nn1-c1ccccc1
  0.1	10	1.5	-2	-1	1.0	0	110	2	-1
[45] CCOc1ccc(-c2noc(CCCC(=O)NC3CCCCC3)n2)cc1OC
  0.0	-6	-0.4	5	-2	-0.8	4	97	0	2
[46] CC(=O)Nc1cccc(NC(=O)C2C3C=CC(C3)C2C(=O)O)c1 (stereo not drawn)
  -0.1	3	0.1	12	-18	0.6	-8	100	1	1

Going on with the list:
[49] O=C(O)[C@H](Cc1ccccc1)N1C(=O)c2c(Cl)c(Cl)c(Cl)c(Cl)c2C1=O
[50] COc1cc(CN2CCNC(=O)C2CC(=O)NCc2csc(C(C)C)n2)cc(OC)c1 (stereo not drawn)
[51] CC(N=C1NS(=O)(=O)c2ccccc21)C(=O)NCCCc1ccccc1 (stereo not drawn)
[52] CC1CCC(NC(=O)CN(C)S(=O)(=O)c2ccc3c(c2)c(=O)n(C)c(=O)n3C)CC1 (stereo not drawn)
[53] C1=Nc2c(Nc3ccccc3)ncnc2Oc2ccccc21
[54] O=C(Nc1c(Cl)cccc1Cl)C1CCC1
[55] O=C(CN1CCN(S(=O)(=O)c2ccc(Br)s2)CC1)N1CCc2ccccc21
Screen / compound no.,49,50,51,52,53,54,55
aDG glyco act,-0.1,0.2,-0.1,0.0,-0.1,-0.2,0.3
Cardio protect,23,-4,-5,5,23,3,1
hiPSC survival,6.4,-0.8,0.4,-0.1,-2.2,-2.3,3.8
MC4R antagonist,2,25,9,4,-9,-2,-6
Granule exo inh,-1,-2,3,0,-2,1,-13
MC4R barr agon,-0.2,0.4,0.3,-1.6,2.4,-0.4,3.8
ABHD5-PLIN5 inh,71*,0,3,2,8,4,0
ABCB6 inh 2,102,102,94,93,92,94,92
N-glyco inh,-1,2,2,1,-2,-1,-7
m5-HT2A agonist,1,-3,-2,1,-2,4,6

No enrichment for hits; about 4.5% have a hit in one of these screens.
